RmlCD inh 1536: inhibitors of Mycobacterium tuberculosis RmlC and RmlD coupled enzymes. P9WH09+P9WH11. 0.03% of 160,000 active. AID 1533. RmlC+RmlD coupled enzyme assay, percent inhibition; primary screen in compound mixtures. inhibition, % at 3.6 µM; in the data active = inhibition mostly above about 34%, no sharp cut-off; also: some results filed as inactive read as strong as hits
Target sequence (P9WH09 whole entry, looked up): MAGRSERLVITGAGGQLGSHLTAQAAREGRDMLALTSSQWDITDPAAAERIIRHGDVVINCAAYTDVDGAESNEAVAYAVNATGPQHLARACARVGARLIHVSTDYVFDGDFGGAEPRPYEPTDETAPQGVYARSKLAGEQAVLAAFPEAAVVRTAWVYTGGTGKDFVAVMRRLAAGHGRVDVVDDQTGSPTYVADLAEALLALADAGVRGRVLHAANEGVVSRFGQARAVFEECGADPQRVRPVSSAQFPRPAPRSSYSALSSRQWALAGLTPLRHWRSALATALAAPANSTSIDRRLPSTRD
Target sequence (P9WH11 whole entry, looked up): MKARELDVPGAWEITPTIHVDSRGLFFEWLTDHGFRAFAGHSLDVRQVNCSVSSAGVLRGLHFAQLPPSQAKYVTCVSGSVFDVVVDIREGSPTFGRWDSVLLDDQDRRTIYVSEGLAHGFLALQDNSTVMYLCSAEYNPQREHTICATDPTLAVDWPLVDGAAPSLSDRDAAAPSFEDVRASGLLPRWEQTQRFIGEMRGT
M. tuberculosis GlmU: inhibition of mycobacterial GlmU enzyme – biochemical, glucosamine-1-phosphate acetyltransferase (AID 1376); M. tuberculosis GlmU acetyltransferase enzyme assay; higher % means a stronger effect; one-dose inhibition, %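 (tested at 30 µM in the primary screen)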; IC50 in µM for titrated hits; 0.25% of 220,000 active; in the data active = inhibition above about 13%;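 also: 0% = complete reaction with vehicle and 100% = reaction without substrate; strong numbers were not always called active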
Numbers without * were called inactive; . = not tested or not shown. A portion of the library; the hit share may differ from the screen's.

SMILES | RmlCD inh 1536 | M. tuberculosis GlmU
Cc1cc(-c2nnc(SCC(=O)NC3CCCC3)o2)no1 | . | 0.4%
CN(C)CCCN1C(=O)C2CCc3[nH]c4ccccc4c3C2C1=O (stereo unspecified) | 0 | 2.8%
O=c1c(-c2ccccc2)coc2c(CN3CCOCC3)c(O)ccc12 | 6 | 1.6%
CO/N=C(/CS(=O)Cc1ccc(Cl)cc1)c1ccc(Cl)cc1 (stereo unspecified) | 67 | -3.0%
CCNc1nc(NC(C)CC)nc(ON=C(C)C)n1 (stereo unspecified) | 6 | -5.4%
Cc1ccc(N(CC(=O)N/N=C/c2cccc(Br)c2)S(C)(=O)=O)cc1 | -11 | 8.5%
N/C(=N\OS(=O)(=O)c1cc(Cl)ccc1Cl)c1ccncc1 | -7 | 1.3%
CCNS(=O)(=O)c1ccc2c3c(cccc13)C(=O)N2 | 10 | -0.9%
Cn1nnnc1NCc1ccc(Cl)cc1 | 11 | -3.9%
Cc1nonc1NC(=O)CSc1nnc(-c2ccoc2C)n1C | 4 | -6.1%
C=CCSc1n[nH]c2nc3c(c(=O)n12)C1(CCCC1)Cc1ccccc1-3 | -4 | .
CCOc1ccc(N(CC(=O)Nc2ccccc2C)S(=O)(=O)c2c(C)noc2C)cc1 | 12 | -3.6%
OCC1(Cc2ccccc2)CCCN(C2CCCC2)C1 (stereo unspecified) | . | -1.1%
CCCn1cc(C(=O)O)cn1 | 5 | -6.1%
CCCCCOc1ccc(NC(=O)CCCC(=O)O)cc1 | -9 | 0.0%
O=c1cc(O)c2c(=O)n(-c3ccccc3)c3ccccc3c2o1 | . | 0.8%
C/C(=N\Nc1ccccc1Cl)c1ccc(-n2ccnc2)cc1 | 4 | -2.6%
Cc1nc(N)sc1N=Nc1ccc(Br)cc1 | -7 | -5.2%
CC(C)CCN(C(=O)CNC(=O)c1cccs1)C(C(=O)NC1CCCC1)c1ccncc1 (stereo unspecified) | -10 | -6.3%
Cc1noc(C)c1C(=O)N1CCC(Cc2ccccc2)CC1 | -8 | 5.3%
COC(=O)c1ccc(S(=O)(=O)NCCc2ccccc2OC)n1C | 11 | 0.2%
C[n+]1cn(/N=C/c2ccccc2)c2ccccc21 | -5 | 1.7%
Cc1cc(SCC(=O)N/N=C/c2ccc(O)cc2O)c(C)cc1Br | 7 | 0.7%
O=C(Nc1ccc(-c2nc3ccccc3s2)c(O)c1)C1=COCCO1 | -7 | 5.0%
OC1(c2cccc(C(F)(F)F)c2)CCN(Cc2nc(-c3cnccn3)no2)CC1 | 5 | 7.0%
O=C(O)C1CCN1C1CCCCC1 (stereo unspecified) | . | -0.4%
COC(=O)c1nn(-c2ccc3c(c2)CCN3C(C)=O)cc1O | . | 3.6%
O=C(N/N=C/c1ccccc1[N+](=O)[O-])c1ccc(CN2CCOCC2)cc1 | 10 | 2.7%
COc1ccc(OC)c(C(=O)COC(=O)c2ccc(C)o2)c1 | -4 | -1.3%
CC(C)c1ccccc1NC(=O)COC(=O)Cc1cccc(C(F)(F)F)c1 | . | -1.1%
O=C(O)CCC(NC(=S)Nc1ccccc1)C(=O)O (stereo unspecified) | 4 | -1.9%
COc1cc(S(=O)(=O)N2CCCC2)c(C)cc1C | 51 | 3.5%
Cc1cc(-c2nn(-c3ccccc3F)cc2CN2CCN(c3ccccn3)CC2)c(C)s1 | 5 | -3.2%
COc1ccc2nc(SCC(=O)NCc3ccc4c(c3)OCO4)[nH]c2c1 | 5 | -1.8%
CCOc1ccccc1NC(=S)NCCc1ccc(F)cc1 | -9 | -1.8%
O=c1[nH]c2ccccc2c(O)c1-c1cc2ccccc2oc1=O | 6 | 2.5%
COc1ccccc1N1CCN(CC(=O)c2ccc3ccn(C(C)=O)c3c2)CC1 | 9 | -0.2%
COc1ccccc1C(CC(=O)Nc1ccccc1C)c1ccc(OC(C)C)cc1 (stereo unspecified) | 3 | -5.9%
Cn1cnnc1SCC(=O)Nc1cccc(S(=O)(=O)N2CCOCC2)c1 | 3 | -3.2%
CCCOc1ccc(C2C(=O)N(C3CCCCCC3)CC(=O)N2Cc2ccco2)cc1OC (stereo unspecified) | . | -5.8%
Cc1occc1C(=O)NC(C)CCc1ccccc1 (stereo unspecified) | . | 1.6%
C=CCNCC(=O)N1N=C(c2ccc3ccccc3c2)CC1c1ccc(OC)cc1 (stereo unspecified) | 3 | -1.3%
CC1=C(C)CS(=O)N(S(=O)(=O)c2ccccc2)C1 (stereo unspecified) | . | 7.5%
CC(/C=N/NC(=O)c1ccc(Br)cc1)=C\c1ccccc1 | . | 3.1%
COCCNC(=O)C1Nc2ccc(C(F)(F)F)cc2C2C=CCC12 (stereo unspecified) | . | 1.1%
C#CCNC(=O)C1=C[C@H](c2ccccc2)[C@@H](CCCO)[C@H](OCC)O1 | . | 4.6%
O=C(COC(=O)CNC(=O)c1cccc([N+](=O)[O-])c1)Nc1cccc(S(=O)(=O)N2CCCCC2)c1 | 3 | 0.5%
CCN(CC)S(=O)(=O)c1ccc(OC)c(NC(=O)CSc2cc(C)ccc2C)c1 | -10 | 1.3%
O=C1c2ccccc2C2(c3ccc(F)cc3)NCCN12 (stereo unspecified) | . | -0.2%
O=C(Cc1c(Cl)cccc1Cl)NCCc1ccc(Cl)cc1 | -12 | 6.3%
The list continues:
SMILES | RmlCD inh 1536 | M. tuberculosis GlmU
COc1ccccc1C(=O)Nc1cc2cc(Cl)ccc2oc1=O | . | 1.4%
CN(C)S(=O)(=O)N(CC(=O)N1CCC(Cc2ccccc2)CC1)c1ccccc1 | 24 | 0.4%
Cc1ccc(S(=O)(=O)N(CC(=O)N(C)C)c2cccc([N+](=O)[O-])c2)cc1 | 9 | 0.9%
CCOc1ccc(Br)cc1S(=O)(=O)N1CCCC1 | . | -3.0%
CCCN1CN(CCc2ccccc2)CNC1=S | . | 4.8%
CC1(C)CC(=O)C2=C(C1)N(CCN1CCOCC1)C1=C(C(=O)CC(C)(C)C1)C2c1ccc(Cl)c([N+](=O)[O-])c1 | 6 | 4.9%
CCOC(=O)C1=C(C)N(CCCC(=O)O)C(=O)NC1c1ccccc1OS(=O)(=O)c1ccccc1[N+](=O)[O-] (stereo unspecified) | . | -3.4%
CC(=O)Nc1nc(C)c(-c2csc(Nc3ccc(S(N)(=O)=O)cc3)n2)s1 | . | -1.0%
CCOc1ccc(-n2c(C)c(C(C)=O)c(C(C)=O)c2C)cc1 | . | -0.5%
Cc1cc(NC(=O)c2ccc(NC(=O)C3CC3)cc2)no1 | -8 | 2.5%
CC(=O)Nc1cccc(NC(=O)C2CC3CCC2C3)c1 (stereo unspecified) | -10 | -2.7%
O=C(NCCN1CCOCC1)c1c(F)c(F)c(F)c(F)c1F | 4 | -3.0%
COc1ccc(OCCC(=O)OCC(=O)NCc2ccc(F)cc2)cc1 | 4 | 3.7%
N#C/C(N)=C(/C#N)N=Cc1cccc(Cl)c1 | -5 | 4.1%
CSc1nc(C)c2c(n1)N(c1ccc(F)cc1)CC2 | 8 | -3.8%
OC(Cc1nc2ccccc2[nH]1)c1ccccc1Cl (stereo unspecified) | . | -2.9%
O=C(O)CCCCCN1C(=O)CCC1=O | . | -0.9%
Cc1ccccc1NC(=O)c1cccc(S(C)(=O)=O)c1 | 11 | 44%
O=C(NCc1ccccc1)c1onc(CSc2ccccc2)c1C(=O)NCC1CC1 | 7 | -3.4%
O=C(CCCn1c(=S)[nH]c2cc3c(cc2c1=O)OCO3)NC1CC1 | 26 | 1.7%
COc1ccc(-c2csc(NC(=O)Cc3cccc4ccccc34)c2C(=O)O)cc1 | -8 | -1.4%
CS(=O)(=O)Nc1ccccc1C(=O)N1CCCC1 | 7 | 2.3%
O=C(CCl)NNc1cccc(Cl)n1 | -5 | 1.7%
COc1ccc2ccc(O)c(CN3CC=C(c4ccccc4)CC3)c2c1 | -5 | 6.6%
CCOc1ccc(S(=O)(=O)N(C)c2ccc(OCC(=O)N3CCOCC3)cc2)cc1 | -36 | -0.1%
O=C(CSc1nnc(-c2n[nH]c3ccccc23)n1-c1ccccc1)Nc1cccc(Cl)c1 | . | -1.4%
COc1ccc(CNC(=O)c2cc3c(=O)n4ccccc4nc3n(Cc3cccnc3)c2=N)cc1 | 11 | 2.6%
COc1ccc(Cl)cc1N1C(=O)[C@@H]2C(c3cccc(OC)c3OC)=NO[C@@H]2C1=O | 52 | -2.1%
O=C1C2C3C=CC(C3)C2C(=O)N1Nc1c(Cl)cc(Cl)cc1Cl (stereo unspecified) | 10 | -7.8%
CCOP(=O)(c1ccccc1)C(O)c1ccc(F)cc1 (stereo unspecified) | . | 2.0%
Cc1ccc(S(=O)(=O)N/N=c2\oc3ccccc3cc2C(=O)Nc2cccc(C)c2)cc1 | -7 | 1.7%
Cc1cc(C(=O)O)ccc1-c1ccc(/C=C2\NC(=O)N(Cc3ccc(F)cc3)C2=O)o1 | -8 | 14%*
O=C(CCc1nnc(C2CCCCC2)o1)N1CCN(C2CCCCC2)CC1 | . | 0.4%
O=C(Oc1ccc2c(=O)c(Cl)coc2c1)c1cccnc1 | . | -5.8%
O=C(CSc1nnc(-c2ccccc2)n1-c1ccccc1)c1ccc[nH]1 | 51 | -2.3%
C/C=C/C(=O)Nc1cccc(C2=NOC3(C2)C[C@@H](C(N)=O)N(C(=O)c2cc([N+](=O)[O-])cc([N+](=O)[O-])c2)C3)c1 (stereo partly specified) | . | -0.1%
Cc1ccc(-c2ccc(/C=C/C(=O)c3ccccc3)o2)cc1 | . | 2.3%
CCOC(=O)c1nc(Nc2ccc(C(C)=O)cc2)c2ccccc2n1 | . | 2.8%
Cc1ccc(S(=O)(=O)N(CC(O)CN2CCOCC2)c2cc(Cl)ccc2Cl)cc1 (stereo unspecified) | . | 0.3%
O=C(Nc1cccc(Cl)c1)N1CCC(CO)(CCOc2ccccc2)CC1 | -15 | 1.5%

Some values from above:
Reading of CCOC(=O)c1nc(Nc2ccc(C(C)=O)cc2)c2ccccc2n1 in M. tuberculosis GlmU: 2.8%
Reading of Cc1ccc(-c2ccc(/C=C/C(=O)c3ccccc3)o2)cc1 in M. tuberculosis GlmU: 2.3%
Reading of Cc1cc(C(=O)O)ccc1-c1ccc(/C=C2\NC(=O)N(Cc3ccc(F)cc3)C2=O)o1 in M. tuberculosis GlmU: 14%*
Reading of O=C(CSc1nnc(-c2ccccc2)n1-c1ccccc1)c1ccc[nH]1 in RmlCD inh 1536: 51
Reading of O=C(Nc1cccc(Cl)c1)N1CCC(CO)(CCOc2ccccc2)CC1 in M. tuberculosis GlmU: 1.5%
Reading of Cc1ccc(S(=O)(=O)N/N=c2\oc3ccccc3cc2C(=O)Nc2cccc(C)c2)cc1 in M. tuberculosis GlmU: 1.7%

Continued.
SMILES | RmlCD inh 1536 | M. tuberculosis GlmU
Cc1ccc(S(=O)(=O)N/N=C\c2ccc([N+](=O)[O-])o2)cc1 | . | -1.0%
CCOC(=O)c1sc(N)c(C#N)c1COC(=O)CNC(=O)c1cc(OC)c(OC)c(OC)c1 | 6 | -3.6%
CCCc1nc2oc(C(=O)c3ccccc3)c(N)c2c2c1COC(C)(C)C2 | -7 | -4.5%
CCCC(=O)Nc1ccc(C=C(C(C)=O)C(C)=O)cc1 | 4 | 1.3%
Cc1ccc(-c2nn3c(C)nnc3s2)cc1NC(=O)c1ccc(OC(C)C)cc1 | . | -2.2%
OCCNc1nc(Nc2ccccc2Cl)nc(N2CCCC2)n1 | . | 2.5%
COc1ccc(CCNC(=O)CSc2nc(-c3ccco3)cc(C(F)(F)F)n2)cc1 | -1 | -0.3%
CCOC(=O)C1CCc2nc3ccccc3c(=O)n21 (stereo unspecified) | 8 | -2.2%
Cc1sc(=NC(=O)c2ccco2)n(C)c1-c1ccccc1 | . | -1.4%
COc1ccccc1N1CCN(CC(O)COCc2cccs2)CC1 (stereo unspecified) | -13 | -1.3%

A second format for 2 compounds above:
Value order – RmlCD inh 1536 | M. tuberculosis GlmU
> CCOC(=O)C1CCc2nc3ccccc3c(=O)n21 (stereo unspecified)
 : 8 | -2.2%
> Cc1sc(=NC(=O)c2ccco2)n(C)c1-c1ccccc1
 : . | -1.4%

(next part)
SMILES | RmlCD inh 1536 | M. tuberculosis GlmU
O=C(COC(=O)c1ccc2c(c1)OCCO2)Nc1cccc(S(=O)(=O)N2CCOCC2)c1 | 3 | 6.1%
COc1ccc(NC(=O)C(NC(=O)c2ccc(=O)[nH]c2)c2ccc(OC)cc2)cc1 (stereo unspecified) | . | -1.8%
NS(=O)(=O)c1ccc(CNC(=O)c2cc(-c3ccccc3)nc3ccccc23)cc1 | . | 1.9%
CCN(CC)C(=O)CC1(c2ccccc2OC)CCOC(C(C)C)C1 (stereo unspecified) | 0 | -4.2%
CCOC(=O)c1cccc(NC(=O)c2cccs2)c1 | . | -3.6%
COc1cc(-c2nnc(COc3ccc(Cl)cc3C)o2)cc(OC)c1OC | 7 | 3.3%
CCCCc1nc2n[nH]c(N)c2c2c1CCCC2 | 3 | 1.9%
CN(Cc1nc(-c2cnccn2)no1)CC1(c2ccccc2)CC1(C)C (stereo unspecified) | . | -0.6%
N#C/C(=C\C=C\c1ccccc1)C(=O)Nc1ccccc1 | -6 | 2.3%
C[C@H](NC(=O)c1nc[nH]c1C(=O)NC(c1ccccc1)c1ccccc1)C(=O)OC(C)(C)C | . | 2.4%
Cc1cc(=O)[nH]c(SCCCOc2ccc(F)cc2)n1 | . | 1.4%
O=C(Nc1ccc2c(c1)OCO2)c1cn(Cc2ccc(F)cc2)nn1 | . | 1.1%
NS(=O)(=O)c1ccc(N=Cc2c(O)n(-c3ccccc3)c(=O)[nH]c2=O)cc1 | 3 | -4.3%
NC(=O)c1ccc(NC(=O)COC(=O)CCSc2ccccc2)cc1 | 2 | .
CS(=O)(=O)c1ccc2nc(NC(=O)C3CCCO3)sc2c1 (stereo unspecified) | -6 | 8.0%

Profiles, quoted from the list. Values in the order: RmlCD inh 1536	M. tuberculosis GlmU
O=C(COC(=O)c1ccc2c(c1)OCCO2)Nc1cccc(S(=O)(=O)N2CCOCC2)c1 is listed as 3	6.1%
COc1ccc(NC(=O)C(NC(=O)c2ccc(=O)[nH]c2)c2ccc(OC)cc2)cc1 (stereo unspecified) is listed as .	-1.8%
